High-throughput results: PubChem BioAssay, several laboratories
MCL1-BIM inh = inhibitors of MCL1 binding to BIM-BH3, primary screen, biochemical, fluorescence polarization; Induced myeloid leukemia cell differentiation protein Mcl-1 (Homo sapiens), Q07820; GST-MCL1 / FITC-Bim-BH3 fluorescence polarization; inhibition, % at 10.9 µM; actives 0.68% (n = 320,000);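 active means inhibition above the mean inhibition of all tested compounds plus 3 SD, set per campaign, cut at about 40% in these data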;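 further: 0% = DMSO wells and 100% = unlabeled Bim-BH3 peptide control; higher means more loss of mP so more displacement of Bim peptide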
Target sequence (Q07820 whole entry, looked up): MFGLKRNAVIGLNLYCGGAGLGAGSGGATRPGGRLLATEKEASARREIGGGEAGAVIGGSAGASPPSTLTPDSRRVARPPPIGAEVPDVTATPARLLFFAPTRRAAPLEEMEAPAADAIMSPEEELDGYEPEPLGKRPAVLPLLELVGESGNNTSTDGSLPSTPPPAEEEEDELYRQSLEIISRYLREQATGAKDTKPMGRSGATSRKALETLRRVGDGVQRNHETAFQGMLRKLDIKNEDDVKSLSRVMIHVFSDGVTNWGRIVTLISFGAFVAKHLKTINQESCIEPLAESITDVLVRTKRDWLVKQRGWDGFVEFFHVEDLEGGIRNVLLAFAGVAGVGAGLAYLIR
BCLXL inh = inhibitors of human Bcl-xL, primary screen, biochemical, fluorescence polarization, HTS | inhibition, % at 10.9 µM | actives 0.7% (n = 320,000) | Bcl-2-like protein 1 (Homo sapiens), Q07817 | GST-Bcl-xL / FITC-Bim BH3 peptide fluorescence polarization;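 active means inhibition above the mean of all tested compounds plus 3 SD, cutoff set per campaign, cut at about 30% in these data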;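 further: 0% = DMSO wells and 100% = unlabeled Bim-BH3 peptide competitor; inhibitors lower millipolarization by displacing the labeled peptide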
pPAFAH FP inh = pPAFAH enzyme inhibitors, primary screen, biochemical, fluorescence polarization, human; recombinant pPAFAH, FP-rhodamine probe fluorescence polarization; inhibition, % at 3.39 µM; actives 1.5% (n = 330,000);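 active means inhibition above the mean inhibition across the screen plus 3 SD, cut at about 25% in these data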;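 further: inhibitors block binding of the rhodamine activity-based probe so polarization drops; 0% = enzyme with DMSO and 100% = wells lacking pPAFAH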
Target sequence (Q13093 whole entry, looked up): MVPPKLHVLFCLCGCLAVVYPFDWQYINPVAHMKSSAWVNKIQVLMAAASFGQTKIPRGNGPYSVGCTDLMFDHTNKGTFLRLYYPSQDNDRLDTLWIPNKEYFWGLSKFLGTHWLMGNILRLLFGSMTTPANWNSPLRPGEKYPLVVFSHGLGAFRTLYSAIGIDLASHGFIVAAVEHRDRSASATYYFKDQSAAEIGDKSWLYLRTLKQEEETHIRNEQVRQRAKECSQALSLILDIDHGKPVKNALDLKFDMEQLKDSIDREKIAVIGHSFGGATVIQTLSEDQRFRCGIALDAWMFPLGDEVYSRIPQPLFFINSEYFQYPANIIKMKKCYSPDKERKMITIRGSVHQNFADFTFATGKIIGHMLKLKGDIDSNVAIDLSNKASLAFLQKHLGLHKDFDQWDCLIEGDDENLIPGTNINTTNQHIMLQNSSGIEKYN
Fam108B counter = mouse Fam108B serine hydrolase inhibitors, primary screen, counter-screen for RBBP9 inhibitor project, biochemical, fluorescence polarization. recombinant Fam108B, FP-Rh probe fluorescence polarization. inhibition, % at 9.51 µM. actives 0.33% (n = 300,000). AID 1947, 2009;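 active means inhibition above the screen mean inhibition plus 3 SD, computed separately per campaign, cut at about 18% in these data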;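 further: inhibitors lower polarization as less probe binds the enzyme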
AHR activator = AHR activators, primary screen, cell-based, luminescence, luciferase reporter, human; actives 2.5% (n = 320,000); AID 2796, 2010; AHR-responsive luciferase reporter cells; activation, % at 5 µM; in the data active means activation above about 47%;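 further: 0% = vehicle wells and 100% = reference agonist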
PME-1 inh = PME-1 inhibitors via competitive probe labeling, primary screen, biochemical, fluorescence polarization, FP-Rh probe, HTS. recombinant PME-1. inhibition, % at 5.9 µM. actives 0.53% (n = 320,000). AID 2130, 2009;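 active means inhibition above the campaign mean of all compounds plus 3 SD, cut at about 26% in these data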;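 further: competitive labeling of PME-1 active site by serine hydrolase directed probe; 0% = PME-1 with DMSO and 100% = wells lacking PME-1 enzyme; inhibitors block probe labeling so polarization falls and inhibition rises; many of its hits are not listed in these tables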
PAFAH1B2 inh = PAFAH1B2 enzyme inhibitors, primary screen, biochemical, fluorescence polarization, human. actives 1.2% (n = 340,000). recombinant PAFAH1B2, FP-rhodamine activity probe. inhibition, % at 3.39 µM. AID 492953, 2010;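 active means inhibition above the mean of all tested compounds plus 3 SD, cut at about 24% in these data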;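 further: 0% = enzyme with DMSO and 100% = wells lacking PAFAH1B2; many of its hits are not listed in these tables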
Target sequence (P68402 whole entry, looked up): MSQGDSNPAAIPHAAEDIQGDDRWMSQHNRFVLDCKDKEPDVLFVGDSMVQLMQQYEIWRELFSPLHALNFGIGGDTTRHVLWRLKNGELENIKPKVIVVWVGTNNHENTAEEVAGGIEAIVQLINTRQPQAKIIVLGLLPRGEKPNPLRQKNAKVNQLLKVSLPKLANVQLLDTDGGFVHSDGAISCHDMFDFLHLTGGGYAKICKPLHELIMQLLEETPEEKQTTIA
GLD-1 RNA inh = GLD-1/TGE RNA complex disruptors, primary screen, biochemical, fluorescence polarization; Female germline-specific tumor suppressor gld-1 (Caenorhabditis elegans), Q17339; purified GLD-1 + fluorescein TGE RNA; inhibition, % at 5.96 µM; actives 0.44% (n = 320,000); AID 2280, 2010;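 active means percent inhibition above a per-plate cutoff, the plate mean of test compounds plus 3 SD, cut at about 30% in these data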;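 further: 0% = DMSO wells with GLD-1 and probe and 100% = wells lacking GLD-1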
MEX-5 binding = MEX-5 zinc finger RNA-binding disruptors – biochemical, C. elegans, fluorescence polarization, MLPCN library, primary screen. Zinc finger protein mex-5 (Caenorhabditis elegans), Q9XUB2. MEX-5/FITC-TCR2 RNA binding; hits give low values. activity score (negative = inhibition of binding), % at 10 µM. actives 0.38% (n = 300,000);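 active means inhibition past about -25% in most replicates, and total fluorescence under double the plate's negative control median, limit read from the data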;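 further: 0% = DMSO and -100% = 5 µM competing unlabeled TCR2 RNA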
* hit, by the source's call; nt = not tested or not shown.

SMILES	MCL1-BIM inh	BCLXL inh	pPAFAH FP inh	Fam108B counter	AHR activator	PME-1 inh	PAFAH1B2 inh	GLD-1 RNA inh	MEX-5 binding
CCC1=C(OC(=O)N(CC)CC)N2C(=O)OC(=NCCc3c[nH]c4ccccc34)[C@]2(C)[C@H]2C1=CC[C@H]1C(=O)N(CC(=O)OC)C(=O)[C@H]12	1	4	5	-2	1	5	7	3	1.2
Cc1cc(OCCn2cnc3ccccc3c2=O)cc(C(C)C)c1	-4	4	4	2	0	8	2	-4	-3.0
CC(C)[C@H](CN(N=O)[C@@H](Cc1ccccc1)CN(C)N=O)N(CCc1ccccc1)N=O	-2	4	0	5	2	2	9	4	-1.1
N#C/C(=C\c1ccc(OCCN2CCOCC2)cc1)C(=O)Nc1ccccc1	6	2	-6	2	-4	1	2	11	-1.9
Cc1ccccc1-c1nc(CN2CCC(C(=O)NC3CCCCC3)CC2)c(C)o1	-1	-2	2	3	0	8	8	3	3.2
CC(NS(=O)(=O)c1ccc(Br)cc1)C(=O)NCc1ccc2c(c1)OCO2 (stereo unspecified)	3	5	-2	2	0	2	8	3	1.4
COc1ccc(/C=N/NC(=O)c2ccco2)cc1OCc1ccccc1	-2	-3	2	-7	16	-12	-2	-2	-0.1
Cc1ccnc2nc(C(=O)OCCOc3cccc(Br)c3)nn12	-6	-1	-2	-1	0	6	2	2	2.0
CC(CN1CCOCC1)OC(=O)c1ccccc1 (stereo unspecified)	-7	-3	-7	8	1	1	3	0	2.7
CC(C)(C)C(=O)Nc1ccc(-c2csnn2)cc1	-6	-2	0	4	-3	9	1	3	2.2
O=C(CSc1nnc(CNc2ccc(F)cc2)n1Cc1ccccc1)NCc1ccccc1	2	4	5	1	3	21	9	-2	0.9
O=C(Nc1ccno1)Nc1ccc(Cl)cc1Cl	-2	4	8	0	7	-3	8	-6	nt
CCOc1cccc(C2NC(=S)NC(C)=C2C(=O)Nc2ccccc2)c1 (stereo unspecified)	1	6	1	1	1	-1	2	2	-0.4
COc1cc(/C=C\C(=O)NCc2ccc3[nH]c(C)cc3c2)cc(OC)c1OC	-1	1	8	6	2	0	-2	-1	-1.9
Cc1ccc(S(=O)(=O)NN=C2C3CC4CC(C3)CC2C4)cc1	-4	3	0	-2	0	2	11	2	1.3
O=C(CSc1nnc(-c2ccccc2)c(-c2ccccc2)n1)NCC1CCCO1 (stereo unspecified)	nt	nt	6	nt	-2	nt	4	3	nt
CCCCCCc1c(O)nc(SCCN(C)C)[nH]c1=O	2	5	3	1	-1	0	8	2	-1.0
S=C(NCC1COc2ccccc2O1)Nc1ccccc1 (stereo unspecified)	4	3	3	0	-2	1	1	8	-1.1
COc1cc(/C=N/NC(=O)c2ccc(CSc3nc4ccccc4[nH]3)cc2)cc(OC)c1OC	6	2	-25	-37	14	-92	-4	1	0.5
CCc1ccc2oc(C(=O)N3CCN(c4ccccc4OC)CC3)cc(=O)c2c1	4	2	-2	2	-1	0	0	-2	-1.3
CC(Oc1cccc(Cl)c1)C(=O)Nc1cc(=O)n(C)c(=O)n1C (stereo unspecified)	4	5	2	-2	-3	0	2	-5	2.0
Nc1nnc(-c2ccc(Cl)c([N+](=O)[O-])c2)s1	0	1	2	1	6	-7	6	3	-3.4
Cc1cc2nc3ccc(N(C)C)cc3nc2cc1N	126*	120*	32*	32*	11	40*	31*	41*	-28*
CCOc1ccc(C(=S)NC2CCCCC2)cc1	14	4	1	-2	6	1	-2	7	0.3
CC(C)N(Cc1ccccc1)C(=O)CN1C(=O)NC2(CCCCCC2)C1=O	-4	5	-2	nt	0	-6	14	7	nt
CCN1CCN(C(=O)c2ccc3c(c2)N(Cc2ccccc2)C(=O)c2ccccc2S3=O)CC1 (stereo unspecified)	1	0	-7	1	1	0	4	-2	-3.3
CC(NCC(O)COCc1ccc(Cl)cc1)c1ccccc1 (stereo unspecified)	-6	2	3	5	-2	2	1	3	-0.9
Cc1ccccc1N(C(=O)c1snc(C(N)=O)c1N)C(C(=O)NCC1CCCO1)c1ccc(N(C)C)cc1 (stereo unspecified)	-1	5	4	1	-1	0	4	4	-0.6
CC1(C)CC(NC(=O)COc2ccccc2Cl)CC(C)(C)N1	6	3	2	0	-3	1	-3	6	-0.1
COc1ccc(C(=O)NCC(=O)N2CCc3ccccc3C2)cc1	-9	-2	-1	0	-4	-5	4	8	1.5
C#Cc1cccc(-n2nnc(C(=O)OC)c2-c2ccccc2)c1	3	1	0	-6	2	-5	-1	-1	4.0
Cn1cc(/C=C2\SC(=O)N(c3ccccc3)C2=O)c2ccccc21	2	5	-1	3	99*	-9	3	-1	-13
Cc1cc(C)nc(NS(=O)(=O)c2ccc(NC(=O)c3cc(-c4ccccc4)nc4ccccc34)cc2)n1	11	6	-2	-3	0	-8	-2	7	-1.0
C/C(=N\N1CCN(C2c3ccccc3-c3ccccc32)CC1)c1ccncc1	-3	4	-3	1	-2	-1	1	-2	-1.2
CCn1c(=O)cc(O)c2ccccc21	2	6	5	-6	0	-7	5	5	-2.8
COc1cccc(-c2nc(NCc3ccccc3)c3ccccc3n2)c1O	0	7	11	2	22	-2	7	10	1.5
CCOC(=O)c1c(NC(=O)CN2CCN(C(=O)c3ccco3)CC2)sc(C)c1C	10	5	10	-4	1	3	4	0	-0.7
CCOc1ccc(S(=O)(=O)N2CCC(C(=O)NCc3ccco3)CC2)cc1	13	0	-1	-4	-1	5	3	-1	-1.8
CCOc1ccc(C(=O)Nc2cccc(-c3ccc(N4CCOCC4)nn3)c2)cc1OCC	-4	6	6	-2	9	-6	0	3	-1.1
COc1cccc(/C=C(/C(=O)OCC(=O)NC2CCCC(C)C2C)c2ccccc2)c1 (stereo unspecified)	0	2	5	-5	1	-3	0	4	2.3
C=CCSc1nnc2c(n1)OC=Nc1ccccc1-2	9	6	5	1	5	-7	0	8	-0.4
Cc1ccc(N2C(=O)N3[C@H]4c5ccccc5OC[C@@H]4[C@@H](c4ccccc4)[C@@]3(C)C2=O)cc1	-2	0	7	-2	6	1	0	-2	-3.6
O=C(CS(=O)(=O)c1cn(CC(=O)N2CCOCC2)c2ccccc12)NCc1ccccc1	10	7	3	-2	0	2	-4	6	2.4
CCOc1ccc(NC(=O)COC(=O)Cn2cnc3ccccc32)cc1	nt	nt	8	nt	1	nt	2	1	nt
Cc1ccc(C(=O)CSc2nnc3ccccn23)c(C)c1	-1	-8	6	1	22	9	0	-1	-0.9
CCOC(=O)Cc1csc(SCC(=O)Nc2cc(C)ccc2OC)n1	-3	0	3	6	-2	4	5	5	-1.9
COc1cc(C(=O)NCC(=O)OCn2nnc3ccccc3c2=O)cc(OC)c1OC	-14	-3	4	1	-1	-8	7	8	-1.0
CN(Cc1ccccc1)C(=O)c1ccc(NC(=O)Cc2cccc(NC(=O)C3CCCN(C(=O)C4CCCCC4)C3)c2)cc1 (stereo unspecified)	3	1	-1	nt	10	-18	2	-1	nt
CC(C)c1nc(C(=O)N2CCCC(N3CCN(c4cccc(Cl)c4)CC3)C2)cs1 (stereo unspecified)	6	3	-2	3	1	-1	-3	0	1.3
COCCN(C(=O)Cc1cccs1)C(C(=O)NCc1ccc(OC)cc1)c1ccc(OC)cc1 (stereo unspecified)	-1	-3	4	-6	1	-1	2	-12	3.9
O=C(NCCCN1CCOCC1)c1onc(CSc2ccccc2)c1C(=O)NCCCN1CCOCC1	0	4	4	0	-1	-2	-4	-1	1.6
COC(=O)c1c(NC(=O)c2c(Cl)cnn2C)sc(C)c1C	-12	-9	-7	-5	3	-6	0	0	-0.9
COc1ccc(NC(=O)CSc2nnc(NC(=O)C3CCC3)s2)cc1	-7	-4	-3	0	1	-4	5	-3	0.9
N#C/C(N=Nc1ccccc1O)=N\Nc1ccccc1O	35	6	20	39*	34	32*	36*	1	-9.2
OCCN(Cc1nc(-c2ccc3c(c2)OCO3)no1)Cc1cccs1	4	6	3	-1	15	-9	3	-1	-2.1
Fc1ccccc1-c1cc2cc3c(cc2cn1)OCO3	nt	nt	11	nt	77*	nt	8	1	nt
CCOc1ccc(NC(=O)c2ccc(NC(=O)c3ccc(CN4CCOCC4)cc3)cc2)cc1	-13	-7	1	-10	2	-2	-7	-9	1.2
C[C@@H]1O[C@@H](OC2C(O)C(OCCc3ccc(O)c(O)c3)OC(CO)C2OC(=O)/C=C/c2ccc(O)c(O)c2)[C@H](O)[C@H](O)[C@H]1O (stereo partly specified)	39	17	46*	1	0	-3	nt	8	-46*
c1ccc(CCN2CN=C(Nc3nc4ccccc4o3)NC2)cc1	-1	-4	3	1	8	6	4	1	-2.4
COc1ccc(CC(=O)Nc2ccncc2Cl)cc1	0	0	1	0	6	-1	3	2	2.7
(more compounds)
SMILES	MCL1-BIM inh	BCLXL inh	pPAFAH FP inh	Fam108B counter	AHR activator	PME-1 inh	PAFAH1B2 inh	GLD-1 RNA inh	MEX-5 binding
COc1ccc(CNC(=O)C2(C)Cc3ccccc3C(=O)O2)cc1 (stereo unspecified)	4	-1	-4	2	5	3	4	7	0.6
COc1ccccc1C#Cc1ccc2c(=O)c3ccccc3n(C)c2c1	-1	0	-4	-16	7	-11	1	0	0.0
CCOC(=O)c1c(C)n(-c2ccccc2)c2ccc(OCCN(C)C)cc12	-9	-3	1	-3	6	5	-1	-2	1.0
CCC(=O)NC(=S)Nc1ccc(N2CCOCC2)cc1	1	1	3	-1	3	-2	0	-2	1.2
COc1ccc(/C=N/NC(=O)c2cnccn2)cc1O	-4	-3	3	4	8	5	-1	5	-0.1
CN(C(=O)CSc1nnc(-c2ccncc2)n1C)C1CCS(=O)(=O)C1 (stereo unspecified)	-4	-3	7	-1	2	4	-2	-2	-1.6
CCOC(=O)c1ccc(NC(=O)N2CCN(C(=O)c3ccco3)CC2)cc1	-1	4	-2	1	0	-2	4	-4	0.8
COc1ccc(N=C2SC(CC(=O)Nc3ccccc3)C(=O)N2Cc2ccccn2)cc1 (stereo unspecified)	3	3	-1	-1	8	0	0	3	0.3
NS(=O)(=O)c1ccc(NC(=O)CSc2ccc3ccccc3n2)cc1	5	-1	6	-1	0	-3	4	7	0.8
CC(=O)c1cccc(NC(=O)/C(=C\c2ccco2)NC(=O)c2cccs2)c1	3	4	2	0	33	1	5	4	3.6
CC(C)(C)OC(=O)N1CCC(CC2CC(c3cccc(Br)c3)=NO2)(C(=O)NCC2CCCCC2)CC1 (stereo unspecified)	-1	2	8	-6	2	-11	1	-6	-2.5
O=C(O)CCn1c(SCc2cccc3ccccc23)nc2ccccc21	2	-1	-1	6	9	-1	6	14	-4.4
COc1ccccc1NC(=O)CN1C(=O)COc2ccc(S(=O)(=O)N3CCOCC3)cc21	-1	3	3	2	0	2	6	5	-0.7
COc1ccc(S(=O)(=O)NC(C)C(=O)NCc2ccncc2)cc1OC (stereo unspecified)	5	3	0	-1	-1	0	4	0	1.3

Some of the compounds tested. The share of hits here may be higher or lower than overall.
